# CHO-K1 Ca antag = counter-screen for M1 antagonists: effect in parental CHO-K1 cells. ATP-induced calcium, Fluo-8 fluorescence. inhibition, % at 3 µM. 360,000 tested, 0.6% active;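 active = inhibition above a per-plate cutoff, the plate's mean sample inhibition plus 3 SD, cut at about 24% in these data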;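 also: 0% = DMSO plus EC80 ATP and 100% = DMSO alone without ATP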
# M1 ag parental = nonselective activator or artifact in parental CHO-K1 cells; Fluo-8 calcium fluorescence; scaled to maximal ATP response, vehicle zero; activation, % at 3 µM; 360,000 tested, 0.48% active; in the data active = activation above about 15%;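 also: untransfected CHO-K1 host cells lacking M1 receptor as counterscreen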
# TAAR1 antagonist = antagonists of human TAAR1 | AID 624466 | inhibition, % at 3 µM | 360,000 tested, 1.5% active | CHO RD-HGA16 TAAR1, Fluo-8 calcium fluorescence, antagonist;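 active = inhibition above a per-plate cutoff, the mean inhibition of test compounds on that plate plus 3 SD, cut at about 49% in these data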;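 also: 0% = DMSO plus EC80 beta-PEA response and 100% = DMSO alone without agonist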
# Target sequence (Q96RJ0 whole entry, looked up): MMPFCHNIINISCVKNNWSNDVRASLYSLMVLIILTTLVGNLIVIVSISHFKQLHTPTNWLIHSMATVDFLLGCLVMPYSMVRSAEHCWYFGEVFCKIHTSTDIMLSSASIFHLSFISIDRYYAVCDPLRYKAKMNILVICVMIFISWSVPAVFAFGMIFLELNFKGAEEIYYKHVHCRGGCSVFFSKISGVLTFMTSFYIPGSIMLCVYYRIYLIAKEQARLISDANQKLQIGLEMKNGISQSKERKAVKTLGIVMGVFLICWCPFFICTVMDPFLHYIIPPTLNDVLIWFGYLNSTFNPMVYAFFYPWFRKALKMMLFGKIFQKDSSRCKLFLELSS
#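 Test system – hTAAR1-expressing CHO RD-HGA16 cells, Gα16-coupled · Also added – β-PEA at EC80 concentration, post-compound challenge · Compound – 3 µM, single point · Incubation – dye loading 75 min at 37 °C, then 30 min room temperature · Measured by – Fluo-8 intracellular calcium dye fluorescence, real-time kinetic reads · Benchmarks – vehicle and agonist controls · Replicates – singlicate, one well per test compound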
# GPR7 antagonist = antagonists of human GPR7 (neuropeptides B/W receptor 1); P48145; 290,000 tested, 1.1% active; inhibition, % at 4.4 µM; GPR7-expressing cells, fluorescence antagonist assay; in the data active = inhibition above about 16%, passing the limit was not always enough;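 also: cells stimulated with the agonist NPW; 0% = agonist with vehicle and 100% = vehicle without agonist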
# Target sequence (P48145 whole entry, looked up): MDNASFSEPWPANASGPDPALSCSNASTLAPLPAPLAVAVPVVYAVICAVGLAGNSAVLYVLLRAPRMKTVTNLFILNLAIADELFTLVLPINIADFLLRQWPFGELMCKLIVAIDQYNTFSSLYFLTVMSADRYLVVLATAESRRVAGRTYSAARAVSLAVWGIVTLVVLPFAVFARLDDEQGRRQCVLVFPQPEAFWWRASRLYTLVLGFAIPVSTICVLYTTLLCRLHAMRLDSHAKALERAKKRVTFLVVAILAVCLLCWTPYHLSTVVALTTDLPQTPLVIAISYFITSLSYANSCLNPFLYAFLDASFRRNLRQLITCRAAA
# OXTR ag = human OXTR agonism. P30559. CHO-OTR cells, Fluo-8 calcium fluorescence; normalized: DMSO 0%, oxytocin 100%. activation, % at 3 µM. 320,000 tested, 0.32% active;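 active = activation above the mean of all tested compounds plus 3 SD, cutoff set per screening run, cut at about 20% in these data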;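 also: peak over basal fluorescence ratio from a 100 s FLIPR kinetic read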
# Target sequence (P30559 whole entry, looked up): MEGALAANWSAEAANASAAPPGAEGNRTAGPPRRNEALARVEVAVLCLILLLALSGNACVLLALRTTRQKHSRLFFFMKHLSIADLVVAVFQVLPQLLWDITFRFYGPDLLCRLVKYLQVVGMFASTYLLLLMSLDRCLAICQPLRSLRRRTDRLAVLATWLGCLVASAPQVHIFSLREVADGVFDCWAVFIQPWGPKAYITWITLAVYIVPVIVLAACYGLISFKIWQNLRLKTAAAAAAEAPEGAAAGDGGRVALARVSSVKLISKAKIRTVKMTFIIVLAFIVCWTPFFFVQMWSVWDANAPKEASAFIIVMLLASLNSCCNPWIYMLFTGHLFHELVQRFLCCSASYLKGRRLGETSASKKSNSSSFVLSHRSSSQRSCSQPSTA
# V1R ag counter = counter-screen for oxytocin receptor agonists: human V1a receptor agonists; CHO-V1R cells, Fluo-8 calcium fluorescence, agonist mode; 0% DMSO, 100% 3 nM vasopressin; 320,000 tested, 0.25% active; activation, % at 3 µM; AID 2797;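 active = activation above the mean activation of all tested compounds plus 3 SD, per screening run, cut at about 20% in these data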;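 also: signal is peak over basal fluorescence ratio across a 100 second FLIPR read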
# OXTR potentiate = potentiators of human oxytocin receptor. 320,000 tested, 0.061% active. CHO-OTR cells, Fluo-8 calcium fluorescence, potentiator mode; 0% = oxytocin EC15, 100% = EC100. P30559. activation, % at 3 µM. AID 2445;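 active = activation above that plate's cutoff, the mean activation of tested compounds plus 3 SD, cut at about 6.6% in these data, passing the limit was not always enough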;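 also: 100% uses oxytocin at 75 nM as the full agonist control; some results filed as inactive read as strong as hits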
#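 Measured by – Fluo-8 calcium dye fluorescence · Test system – human OTR in CHO cells · Dosing – one concentration, 3.0 µM compound · Controls – EC15 oxytocin alone as 0%, 75 nM oxytocin as 100% · Evaluation – normalized max/min fluorescence ratio, % activation · Timing – 6 min pre-incubation, 100 s read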
# CHO-K1 Ca PAM = M1 PAM counterscreen hit in parental CHO-K1 cells | ATP EC20, Fluo-8 calcium fluorescence; 0% at ATP EC20, 100% at ATP max | activation, % at 3 µM | 360,000 tested, 0.02% active;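 active = activation above the run cutoff, the mean activation of all test compounds plus 3 SD, cut at about 40% in these data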;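 also: peak over basal fluorescence ratio in a 140 s read after ATP addition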
# CHO parental Ca = signal in parental CHO cells, OX1R antagonist counter-screen; parental CHO-K1, ATP-induced calcium, Fluo-8 fluorescence; inhibition, % at 5.6 µM; 330,000 tested, 0.63% active; AID 463079;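 active = inhibition above that plate's mean sample inhibition plus 3 SD, cut at about 26% in these data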;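 also: 0% = ATP-challenged DMSO wells and 100% = DMSO wells without ATP; some compounds past the cut are filed as inactive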
#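 material = parental CHO cells | also added = ATP as calcium-mobilizing challenge | dosing = single point at 5.6 µM | detection = intracellular calcium via Fluo-8 no-wash fluorescent dye | read-out = % inhibition | benchmarks = low control ATP plus DMSO, high control DMSO only | repeats = one well per compound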
# The depositor's hits bear a star; / = no result given.
SMILES,CHO-K1 Ca antag,M1 ag parental,TAAR1 antagonist,GPR7 antagonist,OXTR ag,V1R ag counter,OXTR potentiate,CHO-K1 Ca PAM,CHO parental Ca
O=C(CCCn1c(=S)[nH]c2ccccc2c1=O)N1CCCCC1,-3,1.1,1,13,-1.3,-1.0,0,8,-3
O=C(NC1CCCCCC1)c1ccc(=O)n(Cc2ccccc2)n1,-19,3.5,2,-11,-0.8,0.3,-10,28,-4
CC1CCCCN1CCNC(=O)CN1C(=O)COc2ccccc21 (stereo unspecified),-25,0.3,-18,-16,1.4,0.7,5,-5,-10
COc1ccc(S(=O)(=O)N2CCCCC2)cc1NC(=O)CNc1ccc(F)cc1C,-10,2.6,12,/,0.8,0.3,-3,17,-19
C/C(=N/Nc1ccnc2cc(Cl)ccc12)c1ccc(N)cc1,-21,0.6,10,/,2.7,1.4,-2,2,-7
Cc1cc(NC(=O)c2ccc(F)cc2)n(-c2ccccc2)n1,-3,1.1,4,-6,0.8,1.0,-2,8,-12
CC(=O)Nc1cncc(-c2cccc(C(=O)N(C)C)c2)n1,0,-0.1,-18,/,/,/,/,4,/
O=C(Nc1cccc(S(=O)(=O)N2CCCCC2)c1)c1cc([N+](=O)[O-])ccc1N1CCOCC1,-28,0.7,7,/,-0.5,-0.4,7,-12,-8
O=C(Cc1ccc(Cl)cc1)NCCN1CCCC1,-6,0.0,3,-14,0.9,1.0,3,18,-5
COc1ccc(Br)c(Cn2c(C)c(C(=O)N(C)Cc3ccc(F)cc3)sc2=O)c1,-2,2.0,29,/,/,/,/,9,/
CCN(c1ccc(C(=O)CN2C(=O)NC3(CCOc4ccccc43)C2=O)cc1)S(C)(=O)=O (stereo unspecified),-15,3.3,6,/,2.4,2.6,-5,13,-3
CCCC1(C(=O)O)NC(c2cccc(OC)c2O)C2C(=O)N(c3ccccc3)C(=O)C21 (stereo unspecified),-1,0.1,-8,-13,1.1,0.5,7,1,-5
Cc1ccc2nc(SCc3ccc([N+](=O)[O-])cc3)[nH]c2c1,-15,6.6,5,-8,-1.4,0.8,-6,22,-14
Nc1ccc2c(=O)[nH][nH]c(=O)c2c1,-6,0.3,-2,/,/,/,/,7,/
CSc1ccccc1OCc1cc(C(=O)NCCCn2nc(C)cc2C)no1,-2,4.5,11,11,-1.1,4.0,-6,10,-21
CCOC(=S)SCC(=O)N1CCc2cc(OC)c(OC)cc2C1C1C(=O)CC(C)(C)CC1=O (stereo unspecified),2,-0.2,-6,-5,-1.0,0.4,-1,9,-10
Nc1c(C(=O)c2ccccc2)sc2snc(SCC(=O)c3ccccc3)c12,7,1.0,28,-2,6.1,6.5,-5,15,-10
O=C1NCCCC1C(=O)Nc1ccccc1C(F)(F)F (stereo unspecified),1,-0.4,-3,-11,1.4,0.3,-3,-6,-8
CC(C(=O)OCC(=O)c1cccc([N+](=O)[O-])c1)N1C(=O)C2C3C=CC(C3)C2C1=O (stereo unspecified),-11,3.6,-2,-1,2.9,1.5,0,3,-1
COc1ccc(N(CC(=O)Nc2nccs2)S(=O)(=O)c2c(C)[nH]c(=O)[nH]c2=O)cc1,-9,0.5,20,-1,0.3,0.3,-16,10,9
C=CCN1C(=O)C2(OCCCO2)c2cc(C)ccc21,-9,0.8,-9,1,-0.6,-0.1,-2,20,2
COc1cc(CNC2CCCCCCC2)cc(Br)c1OCC#N,0,0.5,-8,21,5.5,1.9,-5,13,-18
COc1ccccc1-c1cnc(C(O)c2ccc(C(C)(C)C)cc2)[nH]1 (stereo unspecified),-1,6.1,-19,/,/,/,/,10,/
Cc1nc2ccccn2c(=O)c1NC(=O)COc1ccccc1,-26,0.6,1,/,/,/,/,18,/
O=C(NCCCNC(=O)c1cnccn1)c1ccc(Br)cc1,-2,0.5,-9,-9,0.1,0.3,-3,9,-8
CCn1c(SCC(=O)Nc2cc3oc4ccccc4c3cc2OC)nnc1-c1cccs1,-28,-0.2,-4,-3,-1.4,-0.1,3,27,-25
Cc1ccccc1CC(=O)Nc1cccc(S(=O)(=O)N2CCCC2)c1,-15,2.5,-8,/,0.2,0.3,-3,12,-18
Nc1cccnc1Sc1cc(Cl)c(Cl)cc1Cl,-7,0.2,-25,15,-1.3,-2.1,-6,20,-5
CCc1c(C)sc(NC(=O)C2CCCCC2C(=O)O)c1C(N)=O (stereo unspecified),3,0.4,4,-9,0.8,0.1,-5,-7,-17
COC(=O)[C@H]1Cc2c([nH]c3ccccc23)[C@H](c2ccccc2)N1,-15,2.8,2,1,-0.5,0.7,-10,-3,-3

# Structures listed so far that contain fluorine, in the order listed:
SMILES,CHO-K1 Ca antag,M1 ag parental,TAAR1 antagonist,GPR7 antagonist,OXTR ag,V1R ag counter,OXTR potentiate,CHO-K1 Ca PAM,CHO parental Ca
COc1ccc(S(=O)(=O)N2CCCCC2)cc1NC(=O)CNc1ccc(F)cc1C,-10,2.6,12,/,0.8,0.3,-3,17,-19
Cc1cc(NC(=O)c2ccc(F)cc2)n(-c2ccccc2)n1,-3,1.1,4,-6,0.8,1.0,-2,8,-12
COc1ccc(Br)c(Cn2c(C)c(C(=O)N(C)Cc3ccc(F)cc3)sc2=O)c1,-2,2.0,29,/,/,/,/,9,/
O=C1NCCCC1C(=O)Nc1ccccc1C(F)(F)F (stereo unspecified),1,-0.4,-3,-11,1.4,0.3,-3,-6,-8

# (more compounds)
SMILES,CHO-K1 Ca antag,M1 ag parental,TAAR1 antagonist,GPR7 antagonist,OXTR ag,V1R ag counter,OXTR potentiate,CHO-K1 Ca PAM,CHO parental Ca
O=C(Nc1ccccc1)c1ccc(S(=O)(=O)N2CCC(C(=O)O)CC2)cc1,0,0.3,-14,-12,1.0,0.6,-14,7,-4
CCOc1ccc(Br)cc1S(=O)(=O)NC1=NCCCCC1,3,-0.1,8,/,0.0,0.6,3,-16,-22
COCCn1nnnc1C(c1cccs1)N1CCCC(C)C1 (stereo unspecified),-10,0.2,23,-4,-0.8,-0.8,-3,7,0
O=C(Cc1ccc(Cl)cc1)Nc1ccccc1N1CCOCC1,-7,0.3,-3,-1,-1.8,0.6,-17,13,-24
Cn1c(=O)c2c(nc(CN3CCC(C(N)=O)CC3)n2Cc2c(F)cccc2Cl)n(C)c1=O,9,0.3,-1,0,-0.1,1.5,-4,-6,-9
CC(=O)c1c(C)[nH]c(C(=O)O)c1C,-2,0.0,16,-6,0.4,-0.5,-2,-13,-6
Cc1ccc(C(C)(C)NC(=O)C2CCC(=O)N(C3CCCCCC3)C2)cc1 (stereo unspecified),-6,1.6,-5,-5,0.1,3.6,-7,-5,-26
COC(=O)c1cc2oc3ccccc3c2n1CC(=O)Nc1ccccc1OC,7,-0.2,-30,-3,0.0,1.3,-16,-6,-9
CCn1cc(C(=O)NCc2ccc3c(c2)OCO3)c(=O)c2cc(F)c(N3CCN(C(=O)c4ccco4)CC3)cc21,-7,1.7,28,2,0.4,0.8,-10,0,-30
N#Cc1nc(-c2cccs2)oc1NCc1ccccc1,-5,0.7,8,1,-1.5,-0.9,-12,13,-3
Nc1c(C(=O)NCCN2CCOCC2)c2nc3ccccc3nc2n1CCc1ccccc1,-14,4.9,23,8,7.5,5.2,-13,13,-8
c1cc2ccc3ccc(-n4cnnn4)c4ccc(c1)c2c34,2,-0.1,11,5,-1.5,-0.4,-8,9,-8
Cc1cccc(NC(=O)C(C)N2C(=O)c3ccccc3S2(=O)=O)n1 (stereo unspecified),28*,-0.3,14,/,0.1,-0.6,-3,-26,-17
O=C(NCc1cccnc1)C(=O)NCC1OCCN1S(=O)(=O)c1ccccc1 (stereo unspecified),-2,0.0,-3,-14,0.1,1.1,-2,9,-1
COc1ccc(NC(=O)/C(C#N)=C/c2ccc(Sc3nncn3C)c([N+](=O)[O-])c2)cc1,-7,0.1,-5,-16,-0.1,0.2,-2,10,-12
COc1ccc(-c2nc(C#N)c(NCCc3ccccc3)o2)cc1,-12,1.6,19,-1,-0.7,0.5,-9,-1,-11
CC(=O)Nc1ccc(S(=O)(=O)N2CCNC(=O)CC2)cc1,-2,0.4,-8,17,1.0,-0.3,-11,15,-9
Cc1ccc(C(=O)NNC(=O)C2CSC3(C)CCC(=O)N23)cc1 (stereo unspecified),-3,0.8,8,/,-1.2,5.3,-5,-8,3
CCC(C)(C(=O)Nc1ccccc1C)N(C(=O)CNC(C)=O)c1ccc(C)cc1 (stereo unspecified),-1,-0.2,-4,-10,0.6,0.1,-3,11,-14
Cc1ccc(S(=O)(=O)CC(=O)Nc2nccs2)cc1,-5,1.4,-20,/,0.3,-1.0,-6,11,3
CCCn1c(SCC(=O)N2CCCc3ccccc32)nnc1-c1ccco1,-8,0.7,8,2,0.9,0.9,-9,16,-13
Cc1noc(C)c1COC(=O)c1ccc2ccccc2n1,-8,0.9,-3,0,5.3,2.3,-4,17,-10
O=C(NCC1CCCO1)C(=O)NCC(c1ccco1)N1CCN(c2ccc(F)cc2)CC1 (stereo unspecified),-6,2.7,3,-8,1.2,2.4,-6,24,-14
O=S(=O)(c1cccs1)N1CCN(c2ccccc2Cl)CC1,-1,0.1,-18,-7,-1.2,0.5,-12,9,-7
O=c1sc2ccccc2c(N2CCCC2)c1[N+](=O)[O-],1,-0.1,2,-12,0.7,-0.5,-12,4,2
Cc1cc(NC(=O)CSc2nc(Cc3ccccc3)c(C)[nH]2)no1,-13,0.9,-2,-4,-0.4,0.1,0,-10,-5
CCCn1ncc(OC)c(Cl)c1=O,5,-0.4,11,-4,-0.4,-0.4,5,6,-2
COc1ccccc1OCc1cc(C(=O)N2CC3C[C@@H]4CC2C[C@H](C3)C4)no1,0,2.1,-6,-11,0.7,1.5,-11,-12,-10
COc1ccc(CN=Cc2c(O)[nH]c3ccccc23)cc1,-10,0.3,-10,-7,1.7,1.7,-7,23,-21
O=C(NCc1ccccc1Cl)C1CCCN(S(=O)(=O)c2cnc[nH]2)C1 (stereo unspecified),3,0.4,-11,-8,1.0,-0.1,-3,13,-2
COc1ccc(-n2c(Cn3c(=O)sc4ccccc43)nnc2SCC(=O)N2CCCC2)cc1,0,0.0,7,-7,0.5,0.3,-10,19,-20
CCOCC(=O)Nc1nnc(COc2ccc(Cl)cc2)s1,18,0.2,-6,-13,0.4,1.9,-20,-6,0
COc1ccc(S(=O)(=O)NC(N)=NCCc2ccc(OC)c(OC)c2)cc1,/,/,-10,-14,-0.4,0.8,-6,/,-9
c1ccc(N=P(N2CCOCC2)(N2CCOCC2)N2CCOCC2)cc1,-17,0.2,12,-2,2.1,-0.3,2,12,-7
CCN(CC)c1ccc(/C=c2\sc3nc4ccccc4n3c2=O)c(O)c1,4,12,64*,-12,/,/,/,10,/
Cc1ccc(S(=O)(=O)NC(C(=O)N2CCOCCOCCOCC2)c2ccccc2)cc1 (stereo unspecified),14,0.1,12,-3,-1.2,0.1,-8,-15,-26

# Source: PubChem
